# Assay outcomes (PubChem)
# Shiga inhibitor – A qHTS for Small Molecule Inhibitors of Shiga Toxin; Vero cells, Shiga toxin protein synthesis inhibition reporter; inhibition, % at 38.7 µM; 9.2% of 290,000 active; AID 2315, 2010; in the data active = inhibition mostly above about 28%, no sharp cut-off; inactive = mostly below about 43%; note: 0% is about no effect
# TbPYK inhibitor – qHTS of Trypanosoma Brucei Inhibitors; TbPYK enzyme, Kinase-Glo Plus ATP luminescence, 45 min; Potency, µM (highest dose often 76.8 µM), for the others: at the highest dose activity, negative = inhibition, actives largely listed as inhibitors; 0.12% of 410,000 active; AID 624173, 2012; note: potency is the fitted concentration of half-maximal effect; % is set by controls: 0 for no effect and ±100 for the full control effect; nearly all actives have a fitted effect of over 50% in size
#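 TbPYK + substrate in 50 mM TEA pH 7.2, 100 mM KCl, 10 mM MgCl2, 0.05% BSA, 0.01% Tween-20; cpd pinned; ADP 130 uM final; 45 min RT; Kinase-Glo Plus 10 min; luminescence endpoint.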
# CHX counter – Cycloheximide Counterscreen for Small Molecule Inhibitors of Shiga Toxin; cell reporter, cycloheximide protein synthesis inhibition counterscreen; max response, %; 12% of 300,000 active; AID 2314, 2010; in the data active = max response mostly above about 13%, no sharp cut-off; inactive = mostly below about 14%; note: read at 38.3 µM for the half of the compounds with a filed dose; 0% is about no effect
# AMA1 RON2 block – qHTS for Inhibitors of AMA1-RON; Towards Development of Antimalarial Drug Lead: Primary Screen; AlphaScreen AMA1-biotinylated RON2 peptide binding; Potency, µM (top dose mostly 58.2 µM), without a hit: at the top dose activity change, negative = inhibition, usual class: inhibitors; 0.2% of 360,000 active; Plasmodium falciparum AMA1 (3D7) - RON2 peptide interaction;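 note: potency is the fitted concentration of half-maximal effect; 0% = vehicle wells and -100% = peptide control; nearly all actives have a fitted effect of over 45% in size; some results filed as inactive show a strong effect at the top dose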
#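 AMA1 (3D7) with his tag at 25 nM final met compounds first, then biotinylated RON2 peptide at 25 nM; detection used donor plus acceptor beads, 10 µg/mL apiece, read by AlphaScreen after 30 min at room temperature.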
# Pf growth 48h – Primary qHTS for delayed death inhibitors of the malarial parasite plastid, 48 hour incubation | P. falciparum luciferase growth in erythrocytes, 48 h | Potency, µM (series often up to 28.7 µM), inactives show top-dose activity change, negative = inhibition, usual class: inhibitors | 5.9% of 310,000 active; note: potency is the fitted concentration of half-maximal effect; % is set by controls: 0 for no effect and ±100 for the full control effect
#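 Here the parasites carry a stable luciferase gene and grow inside erythrocytes in Albumax-based RPMI medium with compound for one erythrocytic cycle. Activity is scored as loss of luminescent signal.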
# Pf growth 96h – Primary qHTS for delayed death inhibitors of the malarial parasite plastid, 96 hour incubation. P. falciparum luciferase reporter growth, 96 h. Potency, µM (titrated, usually from 28.7 µM), for inactives: top-dose activity change, negative = inhibition, hits mostly inhibitors. 6.9% of 320,000 active. AID 504834, 2011; note: potency is the fitted concentration of half-maximal effect; % is set by controls: 0 for no effect and ±100 for the full control effect
#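 Parasite growth measured via integrated firefly luciferase reporter in P. falciparum. Infected erythrocytes at 2% hematocrit, 0.05% parasitemia final were treated 96 hours at 37 C under 5% CO2, and luminescence was read.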
# LmPK inhibitor – qHTS Assay for Inhibitors of Leishmania Mexicana Pyruvate Kinase (LmPK); Q27686; purified LmPK, Kinase-Glo ATP luminescence, 1 h; Potency, µM (top dose mostly 57.5 µM), for inactives: at the highest dose activity change, negative = inhibition, hits mostly inhibitors; 0.37% of 290,000 active; note: potency is the fitted concentration of half-maximal effect; % is set by controls: 0 for no effect and ±100 for the full control effect
# Target sequence (Q27686 whole entry, looked up): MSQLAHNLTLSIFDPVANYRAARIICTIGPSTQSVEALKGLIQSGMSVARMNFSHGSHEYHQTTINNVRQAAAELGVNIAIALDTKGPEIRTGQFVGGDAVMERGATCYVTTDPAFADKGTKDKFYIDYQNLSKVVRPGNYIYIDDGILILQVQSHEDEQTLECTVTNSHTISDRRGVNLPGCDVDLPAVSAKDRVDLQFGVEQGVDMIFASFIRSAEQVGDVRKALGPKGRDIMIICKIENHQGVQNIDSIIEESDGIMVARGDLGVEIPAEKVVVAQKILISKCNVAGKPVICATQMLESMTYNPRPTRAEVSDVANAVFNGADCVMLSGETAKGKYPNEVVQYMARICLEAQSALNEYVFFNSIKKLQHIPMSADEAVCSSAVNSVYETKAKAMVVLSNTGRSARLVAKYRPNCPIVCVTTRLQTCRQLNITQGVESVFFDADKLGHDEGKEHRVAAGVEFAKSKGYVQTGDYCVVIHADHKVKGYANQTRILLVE
#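 In 50 mM imidazole pH 7.2 with 7 mM MgCl2, LmPK (0.1 nM) turned over PEP (0.5 mM) and ADP (0.1 mM) for 1 h at room temperature. Luciferase read-out of ATP.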
# * marks the source's active call; other numbers are inactive results; ? = inconclusive; . = no result given; & = joins results of further samples; [ ] = remark or other dose. Unless noted, calls come from the whole dose curve; as a rule, active = well fitted curve in the direction sought with a large enough effect; inconclusive = small, poorly fitted or top-dose-only effect, or another doubt; inactive = no such curve, though single readings can be large; an effect the other way counts as inactive or inconclusive.
# Each structure is followed by: Shiga inhibitor, TbPYK inhibitor, CHX counter, AMA1 RON2 block, Pf growth 48h, Pf growth 96h, LmPK inhibitor
> COc1ccc(CCNC(=O)c2c(C)noc2C)cc1
→ -8, -7%, -2, -10%, 20%, 66%[activator], 0%
> COc1ccc2[nH]c(=O)c(CN(C(=O)c3cccnc3)c3ccc(C)cc3C)cc2c1
→ -2, -16%, 1, -5%, ?, -7%, 2%
> Cc1ccc(NC(=O)COC(=O)CCc2ccccc2)c(Cl)c1
→ 4, -2%, 4, 8%, 9%, 34%[activator], 0%
> COc1ccc(/C=N/NS(=O)(=O)c2ccccc2)cc1OC
→ -5, -2%, -2, 4%, 1%, ?, -16%
> CCO[C@@H]1OC(C(=O)N2CCN(Cc3ccccc3)CC2)=C[C@H](c2coc3ccccc3c2=O)[C@H]1CCCO
→ -9, 0%, -2, -5%, ?, 5.2µM*, 1%
> CCOC(=O)C1(Cc2cccc(Cl)c2)CCCN(C(=O)c2cc(C)on2)C1 (centres undefined)
→ 59*, -9%, 28*, 11%, -21%, 23%, -4%
> COc1cc2c(C(=O)N3CCN(c4cccc(Cl)c4)CC3)cn(C)c(=O)c2cc1OC
→ 3, 0%&2%, 6, 11%, ., ?, 2%
> Cc1ccc2c(c1)C(C)CC(C)(C)N2C(=O)CN1CCN(C)CC1 (centres undefined)
→ -4, 15%, -1, ?, -4%, 10%, -11%
> CCc1ccc(NC(=O)C2CCN(S(=O)(=O)c3ccc4c(c3)NC(=O)C(C)S4)CC2)cc1 (centres undefined)
→ -4, 3%, -5, -3%, ?, ?, -7%
> Cc1c(C(=O)c2ccccc2)c2ccccn2c1CCc1ccccn1
→ 11, -3%, 9, 0%, -3%, -21%, 3%
> CCc1nn(CCCC(=O)N(C)Cc2ccccc2)c(=O)c2cc3occc3n12
→ -3, -1%, -2, -1%, -29%, ?, -1%
> COC(=O)[C@H](CC(C)C)NC(=O)NCCC1=CCCCC1
→ 15, -11%, 4, -5%, ?, 26%, 5%
> COc1ccccc1NC(=O)C(=O)N(c1cccnc1)C(C(=O)NC(C)(C)C)c1ccccc1F (centres undefined)
→ -6, -6%, -2, -1%, ?, 21%, 0%
> O=C(c1ccncc1)c1nccn1-c1ccccn1
→ -12, -10%, -10, -3%, -6%, 13µM*, 0%
> Cc1cccc(S(=O)(=O)N2CN(CC3CCCO3)c3nc4ccccc4nc32)c1 (centres undefined)
→ -6, 3%, 13, -8%, ?, ?, 7%
> Cc1nnc(N/N=C/c2c[nH]c3ccccc23)[nH]c1=O
→ -1, 10%, 1, 91%[activator], 27%, 1%, 1%
> N#CCCN(Cc1ccccc1)C(=O)Nc1ccc2c(c1)CCO2
→ 18, 0%, 3, 6%, -3%, 4%, 4%
> CC(=O)c1sc(-c2ccc(F)cc2)cc1NS(=O)(=O)c1ccc(C)cc1
→ 14, -1%, 0, 7%, 40%[activator], 28%, 4%
> COc1cccc(NC(=O)c2cnc(SCC(=O)NCc3ccc4c(c3)OCO4)n(C)c2=O)c1
→ ., 8%, ., 19%, 14%, 40%[activator], .
> Cc1ccc(Nc2nc(CSc3nnc(-c4ccc(F)cc4)n3C)cs2)cc1
→ 123*, 3%, 32*, 19%, 78%[activator], 28%, 2%
> O=C1CC(C(=O)N2CCN(c3ccccn3)CC2)CN1Cc1ccccc1Cl (centres undefined)
→ ., 2%, ., 6%, ?, -5%, .
> Cc1cccc(C(=O)N=c2c(C#N)cc3c(=O)n4cccc(C)c4nc3n2Cc2ccco2)c1
→ -14, -3%&1%, 4, ?, ., 13µM*, 7%
> CC(=O)c1ccccc1C(=O)N1CCCC(C(=O)c2ccc(C(F)(F)F)cc2)C1 (centres undefined)
→ 70*, 7%, 54*, 15%, -1%, 52%[activator], 10%
> COC(=O)C1=C(c2ccc3ccccc3c2)C[C@@H]2CC[C@H]1N2C(=O)N1CCCC1
→ ., -4%, ., 14%, 9.3µM*, ?, .
> O=C(COC(=O)/C=C/c1ccc([N+](=O)[O-])cc1)NCC1CCCO1 (centres undefined)
→ 13, 3%, 3, 2%, -7%, 0%, 3%
> C[C@@H]1C2C[C@@]34COC(=O)C3=CC=C[C@H]4[C@@]13C[C@H](c1ccoc1)O[C@@H]3O2
→ 23, -3%, -4, 1%, -2%, 7%, 2%
> O=P(Nc1cccnc1)(Oc1ccccc1Cl)Oc1ccccc1Cl
→ -6, 1%, -4, 6%, 2%, 34%[activator], 4%
> COc1cc(C(=O)NCCC(=O)NCCN2CCOCC2)cc(OC)c1OC
→ -8, -3%, -2, -10%, 0%, -18%, -1%
> CCCCOC(=O)/C=C\C(=O)NC(N)=O
→ 12, -3%, 10, 23%, ?, ?, -1%
> O=C(COC(=O)Cc1n[nH]c(=O)c2ccccc12)Nc1ncc(Cl)cc1Cl
→ ., -4%, ., 4%, -3%, -8%, .
> COc1ccc(-n2nc(C(=O)NCC(=O)N3CCCCC3)c3ccccc3c2=O)cc1
→ 3, 0%, 14, -5%, 3%, -28%, 3%
> CCC(=O)Nc1cc2c(C)cc(=O)oc2cc1C
→ -20, 2%, -2, 3%, ., 23%, -7%
> O=C(NCc1ccco1)C(C(=O)c1ccc(F)cc1)n1ccccc1=O (centres undefined)
→ -19, 3%, -5, ?, 9%, 238%[activator], 0%
> O=C1C2C3C=CC(C3)C2C(=O)N1c1ccncc1 (centres undefined)
→ -11, 0%, 1, 3%, 45%[activator], ?, -3%
> CCN(CC)C(=O)CSc1nnc(CCN)o1
→ -1, -1%, -4, 39%[activator], 23%, -17%, -3%
> COc1ccc(N2CCN(CC(=O)NC(=O)NCc3ccco3)CC2)cc1
→ -11, -8%, 1, -8%, 4%, -6%, -3%
> COc1cc(OC)cc(C(=O)NNC(=O)c2ccc(-n3cncn3)c([N+](=O)[O-])c2)c1
→ ., 3%, ., 53%[activator], -2%, 1%, .
> Cc1cccc(NC(=O)CC23CC4CC(C2)CC(n2nnc(C)n2)(C4)C3)c1
→ -11, 2%, -4, 4%, ?, 13µM*, 0%
> N/C(=N\OC(=O)c1ccc(Cl)cc1)c1cccnc1
→ 175*, -6%, 42*, -3%, 56%[activator], ., ?
> CCCc1nnc(SCC(=O)Nc2ccc(NC(C)=O)cc2)n1-n1cccc1
→ ., 3%, ., -8%, 13%, -26%, .
> Cc1ccc(-n2nc3ccc(NC(=O)c4ccc5c(c4)OCO5)cc3n2)cc1
→ 9, -6%, -3, -7%, 49%[activator], 82%[activator], 6%
> O=C(NCC(=O)N1CCN(S(=O)(=O)/C=C/c2ccccc2)CC1)c1ccccc1F
→ -11, 1%, 2, 6%, -12%, ?, 1%
> c1ccc(N2CCN(C3CC4CCC3C4)CC2)cc1 (centres undefined)
→ 14, 3%, 2, -8%, -2%, 40%[activator], 0%
> CCOc1cccc(OCCCNCCCOC)c1
→ -10, 10%, -2, -8%, -6%, ?, 4%
> CC(=O)N1CC2(NC(=O)c3ccccc3N2)c2ccccc21 (centres undefined)
→ -6, -2%, -1, -2%, 6%, 0%, 5%
> Cc1cc(C)nc(NS(=O)(=O)c2ccc(NC(=O)CN3C(=O)c4ccccc4C3=O)cc2)n1
→ 5, ., -2, ., 8%, ., 8%
> CC1CCN(C(=O)c2ccc3ccccc3c2)CC1
→ 52*, 1%, 39*, 0%, -35%, ?, 0%
> O=C(OCC(O)C(O)COC(=O)c1ccccc1)c1ccccc1 (centres undefined)
→ -6, -7%, -2, 4%, -1%, -11%, 7%
> CCOC(=O)c1cnc2c(CC)cccc2c1NCCN1CCOCC1
→ -12, -6%, -1, 7%, ?, 27%, -2%
> Cc1ccc(C(C(=O)NC2CCCCC2)N(C(=O)c2csnn2)C2CCCC2)o1 (centres undefined)
→ 9, -9%, 8, -4%, ?, ., 1%

# Further records
# Each structure is followed by: Shiga inhibitor, TbPYK inhibitor, CHX counter, AMA1 RON2 block, Pf growth 48h, Pf growth 96h, LmPK inhibitor
> CC(OC(=O)CNC(=O)c1ccccc1)C(=O)Nc1ccc(S(=O)(=O)N2CCOCC2)cc1 (centres undefined)
→ ., -1%, ., 8%, 6%, 0%, .
> COCc1ccc(CN2CCC(n3nccc3NC(=O)CCCc3ccccc3)CC2)o1
→ -9, -5%, 16, -1%, 7%, 13%, 1%
> COc1ccc(Br)cc1C(=O)NC(=S)Nc1c(C)n(C)n(-c2ccccc2)c1=O
→ -1, -5%, 1, -4%, 10%, 89%[activator], 5%
> COc1cc(NC(=O)Cc2cccs2)c(C(=O)O)cc1OC
→ -7, -1%, -4, 8%, 0%, 19%, 0%
> CN1CCN(CC(O)COc2ccc(S(=O)(=O)N3CCOCC3)cc2)CC1 (centres undefined)
→ ., 0%, ., -1%, -14%, 36%[activator], .
> COC(=O)c1ccccc1NC(=O)c1onc(C)c1Cl
→ -6, -9%, 0, 7%, 31%[activator], 5.2µM*, 3%
> CC(=O)Nc1cccc(NC(=O)C2CCCN2C(=O)Nc2cccc(F)c2)c1 (centres undefined)
→ -18, 3%, -5, -5%, -5%, 9%, -3%
> Cc1cccc(N(Cc2ccccc2)C(=O)c2ccccc2S(C)(=O)=O)c1
→ -27, 0%, -2, 0%, -14%, ?, -6%
> Cc1cc(Oc2ccccc2)nc(SCC(=O)Nc2ccc(Cl)cc2Cl)n1
→ 2, -19%, 13, 56%[activator], ., ?, 0%
> CC(=O)Nc1ccccc1C(=O)C(=O)Nc1ccccc1
→ 41, -5%, 11, 10%, 64%[activator], 7.4µM*, 1%
> CC(C)C(=O)Nc1ccc(NC(=O)c2ccc3c(c2)OCO3)cc1
→ -2, 0%, -3, 0%, 31%[activator], 39%[activator], -2%
> CC(N)Cc1c[nH]c2c1ccc1ccccc12 (centres undefined)
→ ., 5%, -2, -11%, ?, -28%, 6%
> Cc1c(Cl)cccc1NC(=S)Nc1ccc2[nH]c(=O)[nH]c2c1
→ -1, 6%, 3, -9%, -18%, -12%, 0%
> COc1cc([C@@H]2c3cc4c(cc3[C@@H](OC)[C@H]3COC(=O)[C@H]23)OCO4)cc(OC)c1O
→ 5, 0%, 1, -2%, 10µM*, 12µM*, 2%
> CSCCC(NS(=O)(=O)c1cc(C(=O)O)ccc1Cl)C(=O)O (centres undefined)
→ -11, 4%, -1, 8%, -24%, 18%, 2%
> Cc1cccc(C)c1NC(=O)CN(C)C(=O)/C=C/c1cccs1
→ -3, 0%, 0, -4%, 8%, 8%, 0%
> Cc1nn(C)c(C)c1/C=C/C(=O)O
→ -14, -6%, -1, 1%, 11%, 22%, -4%
> COc1ccccc1N1C(C)=CC(=C(C#N)c2nc3ccccc3s2)C=C1C
→ 42, -11%, 22*, 29%, 9.3µM*, ?, 0%

# Pulled by compound from the entries so far:
# Each structure is followed by: Shiga inhibitor, TbPYK inhibitor, CHX counter, AMA1 RON2 block, Pf growth 48h, Pf growth 96h, LmPK inhibitor
> CC(N)Cc1c[nH]c2c1ccc1ccccc12 (centres undefined)
→ ., 5%, -2, -11%, ?, -28%, 6%
> Cc1nn(C)c(C)c1/C=C/C(=O)O
→ -14, -6%, -1, 1%, 11%, 22%, -4%
> COc1ccccc1N1C(C)=CC(=C(C#N)c2nc3ccccc3s2)C=C1C
→ 42, -11%, 22*, 29%, 9.3µM*, ?, 0%
